SUMO1 PPI mod – modulators of human SUMO1-mediated protein-protein interactions; P63165; SUMO1 binding to a labelled peptide, TR-FRET, 1 h; inhibition, % at 20 µM; 0.33% of 360,000 active; in the data active means inhibition above about 37%
LMPTP inh – LMPTP (human) inhibition | recombinant LMPTP-A, OMFP fluorogenic substrate, fluorescence intensity | P24666 | 0.22% of 360,000 active | inhibition, % at 20 µM | AID 651560;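 active means compounds that cut the enzyme signal by at least half of the control window in the single-dose screen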;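 further: plate controls were DMSO wells with enzyme plus substrate for no effect and substrate without enzyme for full effect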
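Test system – LMPTP-A enzyme · Amount – LMPTP-A at 0.625 nM final in the reaction · Buffer or medium – Bis-Tris pH 6.0, DTT, detergent · Reagent – OMFP 400 µM · Doses – single 20 µM dose · Schedule – reaction 50 min, room temperature, dark · Detection – fluorescence intensity of OMFP turnover product · Evaluation – percent inhibition versus substrate-only and uninhibited controls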
DNMT1 inh – blocks human DNA methyltransferase DNMT1 | P26358 | DNMT1 molecular beacon, Hinp1I cleavage, fluorescence | inhibition (reported as % activation of signal), % at 10 µM | 0.83% of 360,000 active | AID 588458; in the data active means inhibition above about 50%
CSN deneddyl inh – blocks human CSN-mediated cullin deneddylation; Purified CSN, SCF-Nedd8-OG deneddylation, fluorescence polarization; inhibition, % at 12.5 µM; 0.38% of 360,000 active; AID 651999;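 active means pattern-corrected inhibition above about 35%, with an unprinted fluorescence ratio check between 0.5 and 1.5, limit read from the data, passing the limit was not always enough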;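 further: 0% = enzyme with substrate and 100% = substrate without enzyme; some results filed as inactive read as strong as hits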
Target sequence (Q92905 whole entry, looked up, one chain of several): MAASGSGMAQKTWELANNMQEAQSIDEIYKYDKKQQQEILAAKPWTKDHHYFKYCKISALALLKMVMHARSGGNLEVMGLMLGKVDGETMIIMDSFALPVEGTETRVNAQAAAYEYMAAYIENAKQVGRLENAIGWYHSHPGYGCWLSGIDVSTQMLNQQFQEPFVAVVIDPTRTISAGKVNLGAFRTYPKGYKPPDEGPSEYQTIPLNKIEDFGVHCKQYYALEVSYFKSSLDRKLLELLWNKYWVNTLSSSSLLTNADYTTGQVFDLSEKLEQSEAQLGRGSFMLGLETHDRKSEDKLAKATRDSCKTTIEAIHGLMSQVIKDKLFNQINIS
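test system = HEK293T-derived human Csn5 enzyme | amount = 0.24 nM Csn5 enzyme, final concentration | medium = Tris/NaCl/DTT buffer, pH 7.5 | schedule = 90 min reaction at room temperature | signal = FP | evaluation = inhibition of Csn5 cleavage, % | compound dosing = single dose of 12.5 µM compound with 0.25% DMSO | probe or stimulus = 10 nM SCFSkp2-Nedd8OG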
NadD block – inhibitors of Staphylococcus aureus NadD; purified NadD enzyme, colorimetric absorbance read-out; inhibition, % at 20 µM; 0.78% of 360,000 active; AID 602399; in the data active means inhibition above about 26%; further: some compounds past the cut are filed as inactive
MsrA inh – inhibits bovine methionine sulfoxide reductase A. 0.75% of 360,000 active. AID 651718. purified bovine MsrA, absorbance read-out. inhibition, % at 15.5 µM; in the data active means inhibition above about 4.5%;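 further: 0% = vehicle wells with enzyme and 100% = reference inhibitor wells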
STEP block – STEP (human) phosphatase inhibition. P54829. recombinant STEP, OMFP fluorogenic substrate, fluorescence. inhibition, % at 20 µM. 0.25% of 360,000 active;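 active means inhibition at 20 µM, scaled per plate between control wells, above about 37%, limit read from the data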;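 further: 0% = DMSO with enzyme and substrate and 100% = substrate only without enzyme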
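Measure: Control-normalized % inhibition with plate pattern correction | Test system: STEP phosphatase, cell-free reaction | Medium: pH 6.0 Bis-Tris with DTT and Tween 20 | Technique: Fluorescence, 480/540 nm | Times: Reaction 20 min, ambient temperature | Doses: Single compound dose of 20 µM, 1% DMSO final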
TbMetRS inhib – blocks T. brucei methionyl-tRNA synthetase activity; purified T. brucei MetRS, ATP depletion, Kinase-Glo luminescence; 0.4% of 360,000 active; inhibition, % at 11.9 µM;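 active means inhibition above a per-plate cutoff of the control wells' mean inhibition plus 3 SD, cut at about 5.5% in these data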;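 further: 0% = DMSO wells median and 100% = median of wells with control inhibitor compound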
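Material – parasite MetRS enzyme · Medium – HEPES-MgCl2-KCl buffer plus DTT, spermine, BSA, pyrophosphatase · Reagent – ATP, methionine and E. coli bulk tRNA substrates · Times – 15 min enzyme-compound preincubation, 2 h reaction, 10 min detection, 25 °C · Measured by – luminescence of leftover ATP · Evaluation – percent inhibition relative to median high and low control wells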
Rpn11 inh – blocks the human proteasome subunit Rpn11 | O00487 | human 26S proteasome, Ub4-pepOG fluorescence polarization; 20S core pre-blocked with epoxomicin | calls only at 20 µM | 0.59% of 360,000 active;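 active means inhibition at 20 µM, scaled to each plate's controls, above about 33%, limit read from the data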
Target sequence (O00487 whole entry, looked up): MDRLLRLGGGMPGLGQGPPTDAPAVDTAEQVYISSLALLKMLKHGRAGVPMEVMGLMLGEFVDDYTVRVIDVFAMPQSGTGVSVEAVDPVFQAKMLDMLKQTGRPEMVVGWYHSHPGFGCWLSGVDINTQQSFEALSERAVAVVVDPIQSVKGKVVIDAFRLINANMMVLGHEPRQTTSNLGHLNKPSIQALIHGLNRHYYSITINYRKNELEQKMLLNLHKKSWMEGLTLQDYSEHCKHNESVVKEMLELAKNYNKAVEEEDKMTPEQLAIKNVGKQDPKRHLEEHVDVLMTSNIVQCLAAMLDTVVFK
Scp-1 inhibitor – blocks human Scp-1 phosphatase activity; 0.88% of 340,000 active; Q9GZU7; Recombinant Scp1, phosphopeptide, malachite green phosphate absorbance; inhibition, % at 20 µM; AID 493091;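 active means inhibition above about 50% at 20 µM, limit read from the data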;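 further: plate controls were DMSO wells with enzyme for no effect and wells lacking enzyme for full effect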
Target sequence (Q9GZU7 76-261 limits assumed): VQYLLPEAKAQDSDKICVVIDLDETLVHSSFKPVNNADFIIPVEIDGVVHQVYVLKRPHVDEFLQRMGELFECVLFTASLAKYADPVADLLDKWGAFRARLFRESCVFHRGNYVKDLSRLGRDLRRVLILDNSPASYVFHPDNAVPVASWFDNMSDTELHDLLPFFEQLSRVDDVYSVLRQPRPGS
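Assay system: SCP-1 catalytic fragment, aa 76-261 | Buffer or medium: Tris acetate buffer pH 5.5 with MgCl2 and Tween-20 | Compound: One concentration, 20 µM, with 1.0% DMSO | Also added: Phospho 17-mer peptide substrate | Signal: Absorbance at 630 nm | Incubation: 45 min enzyme reaction at room temperature | Measure: % inhibition of SCP-1 phosphate liberation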
The depositor's hits bear a star; i = inactive; / = not tested or not shown. Some of the compounds tested; the hit share may differ from the screen's.

Short forms: A = SUMO1 PPI mod; B = LMPTP inh; C = DNMT1 inh; D = CSN deneddyl inh; E = NadD block; F = MsrA inh; G = STEP block; H = TbMetRS inhib; I = Rpn11 inh; J = Scp-1 inhibitor
CCCCN1C(=O)NC(=O)C2(Cc3c(nc4c(C)cccn4c3=O)N3CCc4ccccc4C32)C1=O (stereo not drawn)
  A = 3; B = 1.3; C = -10; D = -3; E = 4; F = -0.5; G = 6; H = 0.1; I = i; J = -5

CCCNC(=O)N1[C@H]2CC[C@@H]1C(C(=O)OC)=C(c1ccc(F)cc1F)C2
  A = 4; B = -0.8; C = -1; D = 4; E = -3; F = -0.6; G = -4; H = -0.3; I = i; J = -6

O=c1c2ccccc2nc(-c2ccccc2)n1-c1nccs1
  A = 3; B = -1.7; C = 6; D = 1; E = -3; F = 0.6; G = 0; H = 0.0; I = i; J = -5

CC[C@H](C)[C@@H]1NC(=O)CNC(=O)c2csc(n2)[C@H](C(C)(C)O)OC(=O)C(C)(C)[C@H](CCCC(C)(Cl)Cl)OC(=O)c2csc1n2
  A = -1; B = 0.7; C = 5; D = 0; E = -4; F = 0.0; G = 1; H = -0.6; I = i; J = /

CCC(C)N1CCN(C(=O)Cc2ccccc2)CC1 (stereo not drawn)
  A = 2; B = -0.9; C = 1; D = -2; E = -7; F = 0.8; G = 0; H = -0.3; I = i; J = -5

CCOC(=O)CN1C(=O)C2(C(C#N)=C(N)Oc3ccccc32)C(C(=O)OC)=C1C (stereo not drawn)
  A = 0; B = -0.3; C = 2; D = 1; E = 0; F = 0.1; G = 1; H = -0.7; I = i; J = -2

NCCc1ccc(S(N)(=O)=O)cc1
  A = -4; B = -1.0; C = 3; D = 3; E = -1; F = 0.8; G = 2; H = -0.2; I = i; J = -7

CCOc1cc(CNCCc2c[nH]c3ccccc23)cc(Cl)c1OC
  A = -3; B = -2.3; C = -1; D = -5; E = -11; F = 0.8; G = -1; H = -0.6; I = i; J = 2

CN1CC(C(=O)c2ccc(Cl)cc2)C(c2ccc(N(C)C)cc2)C1 (stereo not drawn)
  A = -4; B = 3.3; C = 0; D = 1; E = -8; F = 0.1; G = 2; H = -0.5; I = i; J = -2

CC(=O)C1(c2ccccc2)CCN(C(=O)C2CCC(=O)N(CCc3cccc(F)c3)C2)CC1 (stereo not drawn)
  A = 3; B = -1.0; C = -1; D = -1; E = 3; F = -0.6; G = 1; H = -0.4; I = i; J = -5

CCC(C)C1(CC)C(=O)NC(=O)N=C1N (stereo not drawn)
  A = 5; B = -2.7; C = 3; D = 4; E = -2; F = 1.1; G = -3; H = 0.3; I = i; J = -6

CCCCc1ccc(NC2=NCCCS2)cc1
  A = 6; B = -1.5; C = -3; D = 0; E = -1; F = 0.8; G = 0; H = 0.1; I = i; J = -3

Cc1ccc(C2=NC(C)(C)N3C2C3c2ccc([N+](=O)[O-])cc2)cc1 (stereo not drawn)
  A = -23; B = 0.1; C = -3; D = -13; E = -3; F = 2.1; G = 3; H = 0.1; I = i; J = -4

Cc1nc2cc(-c3ccc(Cl)cc3)nn2c(C)c1CCC(=O)N1CCC2(CC1)OCCO2
  A = -3; B = 0.5; C = -3; D = 1; E = -8; F = 1.3; G = -6; H = 0.0; I = i; J = -14

CC[N+](C)(CC)CCCOC(=O)C(O)(c1ccccc1)C1CCCCC1 (stereo not drawn)
  A = 3; B = -1.8; C = 6; D = 2; E = 18; F = 3.1; G = -2; H = -0.6; I = i; J = 102*

C[C@H]1C[C@@H](C)C(=O)[C@@H]([C@H](O)CC2CC(=O)NC(=O)C2)C1
  A = -1; B = -2.2; C = 0; D = 5; E = -6; F = 0.9; G = -2; H = -0.1; I = i; J = 1

O=C1CC(c2cccnc2)=NN1c1ccccc1
  A = 13; B = 2.0; C = -2; D = 5; E = -7; F = -1.0; G = -1; H = 0.1; I = i; J = -9

N#C[C@H](O[C@@H]1O[C@H](CO[C@@H]2O[C@H](CO)[C@@H](O)[C@H](O)[C@H]2O)[C@@H](O)[C@H](O)[C@H]1O)c1ccccc1
  A = 3; B = 0.3; C = 5; D = -5; E = 1; F = -0.2; G = -2; H = 0.0; I = i; J = 1

CN(C)c1ccc(C(=O)c2ccc(N(C)C)cc2)cc1
  A = -18; B = -0.7; C = -1; D = 0; E = 3; F = 5.0*; G = 3; H = -0.6; I = i; J = -11

COc1ccc2[nH]c(C)c(CCNCc3cn(C)c4ccccc34)c2c1
  A = -11; B = -1.1; C = -5; D = -4; E = -2; F = 0.0; G = 1; H = -0.4; I = i; J = -6

CC(C)OC(=O)C1C2c3ccccc3C(c3ccccc32)C1C(=O)O (stereo not drawn)
  A = 0; B = -1.5; C = 0; D = 3; E = -1; F = -1.2; G = -1; H = -1.7; I = i; J = 3

NP(=O)(OCCCc1ccccc1)c1ccccc1 (stereo not drawn)
  A = 5; B = -0.7; C = -1; D = -1; E = -5; F = 1.0; G = -2; H = -0.3; I = i; J = -4

C[C@]12CCC3C(CC[C@H]4C[C@@H](O)CC[C@]34C)C1CCC2=O (stereo partly drawn)
  A = -2; B = -1.3; C = 0; D = 0; E = 1; F = /; G = 1; H = -0.2; I = i; J = -5

CCCC1(CCC)C(=O)NC(=Nc2ccccc2)NC1=O
  A = 2; B = -0.2; C = 10; D = 6; E = 2; F = 0.3; G = -2; H = 12*; I = i; J = -5

CCOC(=O)CNC(=O)N1Cc2cc(N3CCOCC3)ccc2-n2nncc2C1
  A = 5; B = -1.1; C = 19; D = 1; E = -4; F = -1.1; G = 0; H = 0.2; I = i; J = /

4 entries out of the list, arranged by count of non-hydrogen atoms, lowest first:
Short forms: A = SUMO1 PPI mod; B = LMPTP inh; C = DNMT1 inh; D = CSN deneddyl inh; E = NadD block; F = MsrA inh; G = STEP block; H = TbMetRS inhib; I = Rpn11 inh; J = Scp-1 inhibitor
C[C@H]1C[C@@H](C)C(=O)[C@@H]([C@H](O)CC2CC(=O)NC(=O)C2)C1
  A = -1; B = -2.2; C = 0; D = 5; E = -6; F = 0.9; G = -2; H = -0.1; I = i; J = 1

Cc1ccc(C2=NC(C)(C)N3C2C3c2ccc([N+](=O)[O-])cc2)cc1 (stereo not drawn)
  A = -23; B = 0.1; C = -3; D = -13; E = -3; F = 2.1; G = 3; H = 0.1; I = i; J = -4

CCOc1cc(CNCCc2c[nH]c3ccccc23)cc(Cl)c1OC
  A = -3; B = -2.3; C = -1; D = -5; E = -11; F = 0.8; G = -1; H = -0.6; I = i; J = 2

CCOC(=O)CNC(=O)N1Cc2cc(N3CCOCC3)ccc2-n2nncc2C1
  A = 5; B = -1.1; C = 19; D = 1; E = -4; F = -1.1; G = 0; H = 0.2; I = i; J = /

Random excerpt: 5 records from the list
Short forms: A = SUMO1 PPI mod; B = LMPTP inh; C = DNMT1 inh; D = CSN deneddyl inh; E = NadD block; F = MsrA inh; G = STEP block; H = TbMetRS inhib; I = Rpn11 inh; J = Scp-1 inhibitor
CC(=O)C1(c2ccccc2)CCN(C(=O)C2CCC(=O)N(CCc3cccc(F)c3)C2)CC1 (stereo not drawn)
  A = 3; B = -1.0; C = -1; D = -1; E = 3; F = -0.6; G = 1; H = -0.4; I = i; J = -5

CC[C@H](C)[C@@H]1NC(=O)CNC(=O)c2csc(n2)[C@H](C(C)(C)O)OC(=O)C(C)(C)[C@H](CCCC(C)(Cl)Cl)OC(=O)c2csc1n2
  A = -1; B = 0.7; C = 5; D = 0; E = -4; F = 0.0; G = 1; H = -0.6; I = i; J = /

CCCCc1ccc(NC2=NCCCS2)cc1
  A = 6; B = -1.5; C = -3; D = 0; E = -1; F = 0.8; G = 0; H = 0.1; I = i; J = -3

CCC(C)N1CCN(C(=O)Cc2ccccc2)CC1 (stereo not drawn)
  A = 2; B = -0.9; C = 1; D = -2; E = -7; F = 0.8; G = 0; H = -0.3; I = i; J = -5

Cc1ccc(C2=NC(C)(C)N3C2C3c2ccc([N+](=O)[O-])cc2)cc1 (stereo not drawn)
  A = -23; B = 0.1; C = -3; D = -13; E = -3; F = 2.1; G = 3; H = 0.1; I = i; J = -4

Compound activity (PubChem)
